# PGK inhibitor: blocks T. brucei phosphoglycerate kinase | PGK/GAPDH coupled, Kinase-Glo luminescence, 60 min | 0.043% of 380,000 active | Potency, µM (doses to about 57.5 µM), without a hit: at the top dose activity change, negative = inhibition, usual class: inhibitors | P07378; note: potency is the fitted concentration of half-maximal effect; % is set by controls: 0 for no effect and ±100 for the full control effect; nearly all actives have a fitted effect of over 60% in size
#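 Luminescent ATP detection (Kinase-Glo Plus) follows a 60-minute room-temperature incubation, with wells lacking PGK as controls. Buffer: 100 mM TEA (pH 7.6), 5 mM MgCl2, 0.01% Tween-20. Coupling enzyme GAPDH (100 nM final) supplies unstable 1,3-BPG in-well.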
# POLB inh: inhibitors of human DNA polymerase beta | P06746 | Pol beta primer extension/strand displacement, fluorescence kinetic | 1.3% of 340,000 active | Potency, µM (doses to about 114 µM), inactives show at the top dose activity change, negative = inhibition, most hits filed as inhibitors; note: potency is the fitted concentration of half-maximal effect; % is set by controls: 0 for no effect and ±100 for the full control effect
#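 Reaction started by 50 nM substrate onto compound-treated Pol beta (10 nM, 15 min preincubation, room temperature); plates read at 0 min and 10 min. Normalized concentration-effect data fitted by four-parameter Hill equation.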
# RXFP1 antag: blocks the human relaxin receptor RXFP1; Q9HBX9; HEK293-RXFP1, relaxin-stimulated cAMP HTRF, 30 min; hits give low values; activity change, negative = inhibition, % at 57.5 µM; 0.59% of 350,000 active; AID 1259400;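 active = activity change of -60% or lower, but not beyond a set lower limit; inconclusive = change between -60% and -40%, or beyond the set limit; inactive = change above -40%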; note: % is set by controls: 0 for no effect and ±100 for the full control effect
# POLK inh: inhibitors of human DNA polymerase kappa; purified Pol kappa, fluorescent DNA synthesis assay, 10 min; Q9UBT6; Potency, µM (highest dose often 107 µM), without a hit: at the top dose activity, negative = inhibition, actives largely listed as inhibitors; 0.53% of 400,000 active; AID 588579; note: potency is the fitted concentration of half-maximal effect; % is set by controls: 0 for no effect and ±100 for the full control effect
#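 Here, compound and 10 nM enzyme are combined for 15 min at room temperature; adding 50 nM substrate (final) starts DNA synthesis, tracked by fluorescence at 0 and 10 min against buffer-only wells.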
# APEX1 inh: blocks human APE1 abasic DNA cleavage; recombinant APE1, TAMRA/BHQ-2 abasic DNA cleavage fluorescence; 0.35% of 350,000 active; AID 2517; P27695; Potency, µM (doses to about 65.8 µM), for inactives: top-dose activity change, negative = inhibition, hits mostly inhibitors;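 note: potency is the fitted concentration of half-maximal effect; plate controls were vehicle for no effect and reference inhibitor for full effect; nearly all actives have a fitted effect of over 55% in size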
#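 Incision of a quenched TAMRA/BHQ-2 THF abasic-site duplex (50 nM) by 0.75 nM APE1, after 15 min compound preincubation, measured as fluorescence increase over three 60 s reads. Values normalized to buffer, DMSO and NSC13755 control wells.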
# Pol eta inh: inhibitors of human DNA polymerase eta; Potency, µM (highest dose often 114 µM), for inactives: at the top dose activity change, negative = inhibition, hits mostly inhibitors; recombinant Pol eta, fluorescent DNA replication assay; Q9Y253; 1.2% of 390,000 active; AID 588591; note: potency is the fitted concentration of half-maximal effect; % is set by controls: 0 for no effect and ±100 for the full control effect
#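 Fluorescent replication assay: 50 nM final substrate added after a 15 min room-temperature compound preincubation with 10 nM enzyme. Signal taken at 0 min and again at 10 min.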
# BLM helicase inh: blocks DNA unwinding by human BLM helicase; P54132; recombinant BLM DNA unwinding, fluorescence dequenching; 0.2% of 350,000 active; Potency, µM (titrated, usually from 56.1 µM), for the others: top-dose activity change, negative = inhibition, hits mostly inhibitors;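 note: potency is the fitted concentration of half-maximal effect; plate controls were vehicle for no effect and no enzyme for full effect; nearly all actives have a fitted effect of over 35% in size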
# Target sequence (P54132 whole entry, looked up): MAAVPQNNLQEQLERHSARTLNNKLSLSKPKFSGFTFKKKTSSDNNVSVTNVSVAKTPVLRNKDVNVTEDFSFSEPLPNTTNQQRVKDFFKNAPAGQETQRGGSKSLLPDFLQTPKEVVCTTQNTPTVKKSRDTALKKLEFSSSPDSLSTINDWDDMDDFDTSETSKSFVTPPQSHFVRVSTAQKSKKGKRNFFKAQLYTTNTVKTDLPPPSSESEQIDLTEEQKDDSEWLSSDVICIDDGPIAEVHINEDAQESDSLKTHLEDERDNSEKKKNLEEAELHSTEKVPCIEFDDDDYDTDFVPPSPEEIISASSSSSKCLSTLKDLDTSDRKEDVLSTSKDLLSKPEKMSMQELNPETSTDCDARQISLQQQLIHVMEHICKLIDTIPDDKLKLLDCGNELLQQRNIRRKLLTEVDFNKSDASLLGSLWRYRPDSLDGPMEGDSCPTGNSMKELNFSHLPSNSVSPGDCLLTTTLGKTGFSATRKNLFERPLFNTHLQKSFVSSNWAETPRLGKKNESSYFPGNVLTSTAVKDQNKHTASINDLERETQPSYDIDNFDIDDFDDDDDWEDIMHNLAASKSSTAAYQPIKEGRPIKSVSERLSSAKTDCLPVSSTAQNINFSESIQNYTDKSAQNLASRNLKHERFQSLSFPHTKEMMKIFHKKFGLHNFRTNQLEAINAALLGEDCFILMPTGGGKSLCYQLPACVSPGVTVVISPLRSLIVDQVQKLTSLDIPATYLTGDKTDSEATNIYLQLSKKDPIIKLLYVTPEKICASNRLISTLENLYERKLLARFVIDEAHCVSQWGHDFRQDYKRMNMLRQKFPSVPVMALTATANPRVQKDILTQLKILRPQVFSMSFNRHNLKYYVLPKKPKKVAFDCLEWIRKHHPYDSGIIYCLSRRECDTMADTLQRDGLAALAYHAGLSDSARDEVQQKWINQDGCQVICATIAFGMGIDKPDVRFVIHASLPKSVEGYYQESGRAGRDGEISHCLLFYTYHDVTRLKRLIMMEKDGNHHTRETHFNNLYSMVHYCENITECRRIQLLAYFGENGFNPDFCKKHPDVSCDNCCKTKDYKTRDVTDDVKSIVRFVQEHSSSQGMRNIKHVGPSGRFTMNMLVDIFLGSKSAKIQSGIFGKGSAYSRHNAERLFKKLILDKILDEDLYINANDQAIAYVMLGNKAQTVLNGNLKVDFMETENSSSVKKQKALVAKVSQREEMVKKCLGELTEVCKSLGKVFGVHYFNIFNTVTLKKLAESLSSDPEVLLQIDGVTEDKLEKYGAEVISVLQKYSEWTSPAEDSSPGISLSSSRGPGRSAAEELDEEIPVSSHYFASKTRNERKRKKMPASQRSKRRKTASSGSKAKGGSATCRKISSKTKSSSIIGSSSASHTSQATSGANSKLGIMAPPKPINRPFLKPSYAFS
# Apoferritin bind: binds horse apoferritin like a general anesthetic; 0.074% of 350,000 active; Potency, µM (doses to about 77.5 µM), for the others: at the highest dose activity change, negative = displacement, most hits filed as inhibitors; apoferritin/1-aminoanthracene competitive binding, fluorescence; P02791; note: potency is the fitted concentration of half-maximal effect; % is set by controls: 0 for no effect and ±100 for the full control effect; nearly all actives have a fitted effect of over 20% in size
#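 10 uM apoferritin + 50% sat. 1-AMA, PBS; cpd 10 min RT; Ex380/Em535 endpoint; normalized to free probe vs complex; 4-param Hill fit; propofol titration as pos. ctrl.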
# Pol iota inh: inhibitors of human DNA polymerase iota; Q9UNA4; Pol iota fluorescent replication assay, 10 min; Potency, µM (series often up to 115 µM), for inactives: top-dose activity, negative = inhibition, most hits filed as inhibitors; 1% of 390,000 active; note: potency is the fitted concentration of half-maximal effect
#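 Pol iota at 10 nM preincubated 15 min with compounds at room temperature; reaction started with fluorescent substrate, 50 nM final. Fluorescence read kinetically at 0 and 10 min; buffer-only wells as negative control.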
# An asterisk follows results filed as active; i = inactive; ? = inconclusive; / = not tested or not shown; & = joins results of further samples; [ ] = another dose, or the depositor's remark. Unless noted, calls come from the whole dose curve; as a rule, active = well fitted curve in the direction sought with a large enough effect; inconclusive = small, poorly fitted or top-dose-only effect, or another doubt; inactive = no such curve, though single readings can be large; an effect the other way counts as inactive or inconclusive.
(1) O=C(/C=C/c1ccc(OC(F)F)cc1)OCC(=O)N1CCN(C(=O)c2ccco2)CC1
(2) CC(C)(C)C(=O)N1CCC(O)(CS(=O)(=O)c2ccc(Cl)c(Cl)c2)CC1
(3) CCc1ccc(CN(C)Cc2nc(Cc3cccc(C(F)(F)F)c3)no2)nc1
(4) NC(=O)Cc1nc2scc(-c3ccc(Cl)cc3)c2c(=O)[nH]1
(5) O=C(O)c1ccc(NCc2cccnc2)cc1
(6) COc1ccccc1N1CCN(S(=O)(=O)c2c(C)sc3ncn(CC(=O)N(C)c4ccc(C(C)C)cc4)c(=O)c23)CC1
(7) O=C(O)CCCN1C(=O)NC2NC(=O)NC21 (stereo not drawn)
(8) Cc1oc2c(c(C)cc3oc(=O)c(CC(=O)N[C@H](C(=O)O)C(C)C)c(C)c32)c1C

screen / no.	1	2	3	4	5	6	7	8
PGK inhibitor	2%	-1%	-1%	-4%	/	-3%	-12%	-10%
POLB inh	?	26%	12%	-1%	-18%	1%	-14%	-24%
RXFP1 antag	-5	14	-33	-21	-12	-7	-5	7
POLK inh	-36%	-15%	4%	-16%	1%	-6%	4%	-3%[60.1 µM]
APEX1 inh	?	0%	-3%	6%	-4%	/	2%	11%
Pol eta inh	?	-14%	-21%	4%	1%	-16%	-10%	4%
BLM helicase inh	-13%	-3%	-6%	-1%	0%	-8%	-2%	-7%
Apoferritin bind	3%	-6%	-19%	-11%	26%	-11%	-8%	77%[activator]
Pol iota inh	?	94%[activator]	13%	-2%	20%	22%	-1%	0%

(9) Cc1c(C(=O)Nc2cccc(Cl)c2)oc2ccc(S(=O)(=O)N3CCC4(CC3)OCCO4)cc12
(10) O=C(Nc1nc(-c2ccc3c(c2)OCO3)cs1)C1CC1
(11) COc1ccccc1-n1c(C)nnc1SCC(=O)NCc1ccccc1
(12) COc1ccc(CCNC(=O)c2ccc3c(c2)N(Cc2cccc(Cl)c2)C(=O)c2ccccc2S3=O)cc1OC (stereo not drawn)
(13) COC(=O)c1ccc(C(=O)N=c2sccn2C)cc1
(14) CCCc1nc2nc(C)c(NS(=O)(=O)c3ccc4c(c3)CCCC4)c(=O)n2[nH]1
(15) COc1cc(OC)c2c(=O)c(-c3ccc4c(c3)OCO4)coc2c1
(16) O=C(NC(=S)Nc1ccccc1N1CCOCC1)c1ccc(-c2cccc(Cl)c2)o1

screen / no.	9	10	11	12	13	14	15	16
PGK inhibitor	-8%	2%	/	1%	-2%	i	/	6%
POLB inh	6%	-16%	18%	6%	42%	8%	/	?
RXFP1 antag	-21	/	1	13	8	-7	/	-9
POLK inh	4%	1%	-10%	-18%[60.1 µM]	6%	2%	-6%[60.1 µM]	2%
APEX1 inh	2%	16%	2%	/	44%[activator]	21%	-1%	2%
Pol eta inh	-8%	-15%	-14%	-19%	-22%	-9%	/	-8%
BLM helicase inh	-15%	-1%	5%	-2%	0%	1%	3%	-10%
Apoferritin bind	-12%	-6%	17%	6%	-4%	-8%	-17%	0%
Pol iota inh	-18%	17%	32%[activator]	11%	68%[activator]	50%[activator]	/	13%

# 2 records drawn at random from the list so far, as already listed:
(13) COC(=O)c1ccc(C(=O)N=c2sccn2C)cc1
(16) O=C(NC(=S)Nc1ccccc1N1CCOCC1)c1ccc(-c2cccc(Cl)c2)o1

screen / no.	13	16
PGK inhibitor	-2%	6%
POLB inh	42%	?
RXFP1 antag	8	-9
POLK inh	6%	2%
APEX1 inh	44%[activator]	2%
Pol eta inh	-22%	-8%
BLM helicase inh	0%	-10%
Apoferritin bind	-4%	0%
Pol iota inh	68%[activator]	13%

# (more compounds)
(17) COc1ccc(N2C(=O)[C@@H]3[C@H](C2=O)[C@H]2c4ccccc4C=CN2[C@@H]3C(C)=O)cc1
(18) Cc1cc(N2C(=O)C(O)=C(C(=O)c3ccc(C)o3)C2c2ccc(OCc3ccccc3)cc2)no1 (stereo not drawn)
(19) O=C(CCS(=O)(=O)c1ccccc1)N1CCN(c2ccccc2)CC1
(20) CCOc1ccc(NS(=O)(=O)c2ccc(C(=O)N3CCCCCC3)cc2)cc1
(21) O=C(CSc1nc2cc(Cl)ccc2c(=O)n1Cc1ccco1)Nc1ccc(S(=O)(=O)N2CCOCC2)cc1
(22) C/C(N)=C(/C#N)C(=O)COc1ncnc2ccccc12
(23) CCCCS(=O)CC(O)COc1ccc(C(C)(C)C)cc1 (stereo not drawn)
(24) COc1ccc(-n2nc(C(=O)NCCc3cccc(C)c3)c3c4ccccc4n(C)c3c2=O)cc1Cl

screen / no.	17	18	19	20	21	22	23	24
PGK inhibitor	-6%	i	-6%	-7%	5%	-9%	-8%	-3%
POLB inh	0%	7%	4%	/	-9%	0%	-16%	1%
RXFP1 antag	10	-15	-5	-4	7	13	-10	-8
POLK inh	-30%	7%	-14%	-8%	-9%	-2%	-15%	-7%
APEX1 inh	-12%	18%	22%	5%	-14%	3%	-11%	/
Pol eta inh	?	-3%	2%	-11%	-11%	-2%	-9%	-2%
BLM helicase inh	-22%	-13%	2%	/	-4%	-1%	-6%	1%
Apoferritin bind	-6%	?	-5%	/	4%	-12%	-17%	-6%
Pol iota inh	?	21%	24%	20%	3%	4%	-15%[58.9 µM]	-12%

# 5 of the entries above in order of their number in Pol iota inh, low to high:
no.	Structure	Pol iota inh
24	COc1ccc(-n2nc(C(=O)NCCc3cccc(C)c3)c3c4ccccc4n(C)c3c2=O)cc1Cl	-12%
22	C/C(N)=C(/C#N)C(=O)COc1ncnc2ccccc12	4%
20	CCOc1ccc(NS(=O)(=O)c2ccc(C(=O)N3CCCCCC3)cc2)cc1	20%
18	Cc1cc(N2C(=O)C(O)=C(C(=O)c3ccc(C)o3)C2c2ccc(OCc3ccccc3)cc2)no1 (stereo not drawn)	21%
19	O=C(CCS(=O)(=O)c1ccccc1)N1CCN(c2ccccc2)CC1	24%

# Carrying on:
(25) CCN(CC)c1ccc(/C=N/N2CCN(Cc3ccccc3Cl)CC2)cc1
(26) Cn1nc(NC(=O)CC23CC4CC(CC(C4)C2)C3)c2c(F)cccc21
(27) CC(=O)c1ccc(NC(=O)c2ccc(S(=O)(=O)c3ccccc3)cc2)cc1
(28) Cc1cccc(C)c1NC(=O)CN(C)C(=O)c1ccc(COc2ccccc2)cc1
(29) CCC(C)(C)n1nnnc1C(c1ccc(Cl)cc1)N1CCN(C)CC1 (stereo not drawn)
(30) O=C(Cc1ccc(-c2ccccc2)cc1)NCCN1CCOCC1
(31) Cc1ccc(CCNC(=O)c2cc(S(=O)(=O)N3CCOCC3)cn2C)cc1
(32) C=CCn1c(CSCc2ccccc2)nnc1SCC(=O)N1CCN(c2ccccc2)CC1

screen / no.	25	26	27	28	29	30	31	32
PGK inhibitor	i	3%	2%	-8%	0%	14%	i	3%
POLB inh	1%	18%	0%	34%	-16%	7%	5%	-1%[57.1 µM]
RXFP1 antag	-2	/	-20	-1	-3	2	-1	-7
POLK inh	1%	-11%	-12%	-3%	-6%	0%	15%	-2%
APEX1 inh	-3%	6%	15%	-11%	-7%	3%	31%	0%
Pol eta inh	-21%	-2%	-2%	-2%	-8%	-4%	-7%	-13%
BLM helicase inh	-7%	0%	-2%	-4%	4%	-1%	-1%	1%
Apoferritin bind	-5%	?	6%	-14%	-4%	?	-8%	1%
Pol iota inh	81%[activator]	9%	132%[activator]	31%[activator]	?	0%	39%[activator]	-23%

(33) CCC(C)NC(=O)c1sc2nc(C)c(C(=O)Nc3ccc(Cl)cc3)c(-c3ccc(Br)cc3)c2c1N (stereo not drawn)
(34) COc1ccc2c(c1)c([C@@H]1[C@H](C)[C@H]3CCCC[C@H]3CN1S(=O)(=O)c1ccc(C)cc1)cn2C
(35) O=c1[nH]c2cnccc2n1-c1ccccc1
(36) Cc1ccc(C(=O)OCC(=O)N(C)c2ccccc2)cc1C
(37) CCOC(=O)c1cnc2c(Cl)cccc2c1NCCN(C)C
(38) CCCC(=O)NCCc1cc2ccc(C)c(C)c2[nH]c1=O
(39) CCC[C@@H]1C[C@@]1(CCC)[C@@H](NC(=O)c1ccccc1)c1ccc(C(=O)OC)cc1
(40) COc1ccc(Br)c(-c2nnc(CS(=O)(=O)c3ccccc3)o2)c1

screen / no.	33	34	35	36	37	38	39	40
PGK inhibitor	i	-6%	-2%	i	3%	-7%	3%	-1%
POLB inh	-5%	/	29%	-7%	6%	-14%	7%	-4%
RXFP1 antag	-16	/	-11	-13	3	/	/	0
POLK inh	15%	5%	-17%	2%	-16%	-7%	4%	-13%
APEX1 inh	/	24%	21%	26%	12%	4%	13%&-6%	-4%
Pol eta inh	-10%	-14%	-13%	-27%	8%	-3%	-11%	7%
BLM helicase inh	-1%	/	-1%	-4%	28%	1%	-4%&-15%	-3%
Apoferritin bind	32%[activator]	/	-13%	-18%	-14%	3%	-19%&5%	2%
Pol iota inh	-19%	22%	13%	11%	-4%	-13%	37%[activator]	31%[activator]

(41) CCOC(=O)c1ccc(NC(=O)CSc2nnc(C3CCCCC3)n2C)cc1
(42) COc1ccc(CC(=O)Nc2ccc(C)c(S(=O)(=O)N3CCCCCC3)c2)cc1
(43) COc1cccc(/C=N/NC(=O)CC(=O)NCCc2ccccc2)c1OC
(44) CCCOCCOC(=O)C1=C(C)NC(=O)NC1c1cc(Cl)c(O)c(OC)c1 (stereo not drawn)
(45) CNC[C@H]1Oc2c(NC(=O)c3ccc(-c4nccs4)cc3)cccc2C(=O)N([C@@H](C)CO)C[C@@H]1C
(46) COc1ccc(CC(=O)N2N=C(C)CC2(O)c2cccnc2)cc1 (stereo not drawn)
(47) C=CCn1c(SCC(=O)NCC2CCCO2)nc2c([nH]c3ccccc32)c1=O (stereo not drawn)

screen / no.	41	42	43	44	45	46	47
PGK inhibitor	-1%	i	i	5%	0%	-9%	7%
POLB inh	7%	/	-2%	12%	/	11%	6%
RXFP1 antag	7	4	4	17	/	-2	-9
POLK inh	-10%	6%	-9%	-8%[60.1 µM]	5%	-2%	4%
APEX1 inh	2%	1%	10%	4%	7%	-3%	-4%
Pol eta inh	-5%	-17%	-20%	-8%	-14%	-15%	-10%
BLM helicase inh	4%	/	2%	-4%	/	4%	-3%
Apoferritin bind	-1%	/	?	-8%	/	-11%	-3%
Pol iota inh	2%	31%	6%	-6%	6%	13%	16%

# Some of the compounds tested; rates above refer to the full screens.
